AID inhibitor – inhibitors of human activation induced cytidine deaminase | Potency, µM (doses to about 115 µM), for inactives: at the top dose activity change, negative = inhibition, most hits filed as inhibitors | actives 0.32% (n = 91,000) | Q9GZX7 | AID 1347428 | AID deamination FRET fluorescence, UDG-coupled, 4 h; further: nearly all actives have a fitted effect of over 25% in size
Target sequence (Q9GZX7 whole entry, looked up): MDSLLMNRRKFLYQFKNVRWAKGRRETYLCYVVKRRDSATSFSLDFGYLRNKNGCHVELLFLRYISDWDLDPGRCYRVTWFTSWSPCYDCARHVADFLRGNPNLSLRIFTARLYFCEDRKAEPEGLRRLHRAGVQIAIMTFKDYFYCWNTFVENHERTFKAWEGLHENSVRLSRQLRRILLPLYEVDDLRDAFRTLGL
UDG counterscr – counter-screen for AID inhibitors: uracil-DNA glycosylase inhibition | FRET deamination/UDG coupled assay, UDG read, 4 h | Potency, µM (highest dose often 115 µM), inactives show at the highest dose activity change, negative = inhibition, actives largely listed as inhibitors | actives 0.14% (n = 91,000); further: nearly all actives have a fitted effect of over 65% in size
An asterisk follows results filed as active; ? = inconclusive; [ ] = dose if it differs, or a comment. The call rests on the fitted dose curve; in most records, active means well fitted curve in the direction sought with a large enough effect; inconclusive means small, poorly fitted or top-dose-only effect, or another doubt; inactive means no such curve, though single readings can be large; an effect the other way counts as inactive or inconclusive. On the % scale 0 is the no-effect control and ±100 the full control effect; potency means the concentration at half of the fitted maximal effect. The list is partial. The share of hits here may be higher or lower than overall.

SMILES | AID inhibitor | UDG counterscr
Cc1ccc(OCn2ccc(C(=O)N3CCN(Cc4ccccc4F)CC3)n2)c(C)c1 | 12% | 1%
Cc1cc(C)c(NC(=O)CN(C)C(=O)c2cc3ccccc3oc2=O)c(C)c1 | 1% | -2%
Cc1ccc(C)c(NC(=O)CCNC(=O)C2CCCC2)c1 | -3% | 2%
CC(C)CN(CC(C)C)c1nnc(NC(=O)Nc2cccc(C(F)(F)F)c2)s1 | -25% | ?
COc1cccc(-n2cnc3sc4c(c3c2=O)CCC4)c1 | -6% | -1%
CCCOc1ccc(C2CC(=O)Nc3c2c(=O)n(C)c(=O)n3C)cc1OC (stereo not given) | 25% | -7%
CCOc1ccc(Nc2oc(/C=C/c3ccccc3)nc2C#N)cc1 | 11% | -6%
Cc1nc(C)c(CC(=O)Nc2nnc(C(C)C)s2)c(=O)[nH]1 | -3% | 1%
CN(C(=O)CCS(=O)(=O)c1cc2c(cc1Cl)NC(=O)CO2)C1CCCCC1 | 25% | 8%
CCc1cccc(CC)c1NC(=O)CN1C(=O)C(=O)c2ccccc21 | 101%[activator] | -11%
Cc1cc(OC(C)C(=O)Nc2sc3c(c2C(N)=O)CCCC3)ccc1Cl (stereo not given) | 16% | 6%
COc1ccc(NC(=O)CN2C(=O)CCc3cc(S(=O)(=O)N4CCOCC4)ccc32)c(OC)c1 | 27% | 9%
COC(=O)c1cc2oc3ccccc3c2n1Cc1cc(C)ccc1C | 6% | -2%
COc1ccc(C(=O)N(Cc2cc(OC)c(OC)c(OC)c2)c2ccccn2)cc1 | -1% | -25%
COC(=O)c1cc(OC)c(OC)cc1NC(=O)c1ccc2c(c1)CCN2S(C)(=O)=O | 3% | 0%
O=C(CCNC(=O)N1CCn2c1nc1ccccc12)NC1CC1 | -1% | 4%
COc1cccc(C(=O)Oc2cc(OC(=O)c3cccc(OC)c3)cc(OC(=O)c3cccc(OC)c3)c2)c1 | 1% | -2%
O=C1/C(=C/c2cccc(Br)c2)CCc2ccccc21 | -12% | -7%
COc1ccc2c(C)c(CCC(=O)NCc3ccc(S(N)(=O)=O)cc3)c(=O)oc2c1C | 2% | 3%
Cc1ccc(-c2cc(-c3ccc(C)c(C)c3)[nH]n2)cc1C | -2% | -2%
COc1ccc(C(=O)/C(C#N)=C\c2cc(Br)ccc2OC)cc1 | -26% | 6%
CCOc1ccccc1CNC(=O)C1CCN(S(=O)(=O)c2ccc3c(ccn3C)c2)CC1 | -12% | 18%
CCS(=O)(=O)c1ccc(NCc2cccc(F)c2)cc1 | 2% | 10%
C=C(C)CSC1=C(C#N)C(c2ccc(C(C)C)cc2)CC(=O)N1 (stereo not given) | -8% | -9%
COc1ccc(C2C(C#N)=C(N)OC3=C2C(=O)CC(c2ccccc2)C3)cc1 (stereo not given) | 0% | 5%
(cont.)
SMILES | AID inhibitor | UDG counterscr
CN(C)CCN(CCCc1ccccc1)C(=O)Nc1cccc(F)c1 | -9% | -1%
COc1ccc(Cn2ccc3nc(C)c(C(=O)N4CCN(c5ccc(F)cc5)CC4)cc3c2=O)cc1 | -17% | 4%
CCCN1CCN(CCNC(=O)Nc2cc(Cl)c(OC)cc2OC)CC1 | -6% | -6%
CCC1CN(C(=O)N2CCC(C(=O)NCc3cccs3)CC2)c2cc(C)ccc2O1 (stereo not given) | -9% | -7%[57.5 µM]
COc1ccccc1NC(=O)c1cc(=O)c2cc(C)c(C)cc2o1 | -1% | 2%
Cc1cc(C)cc(NC(=O)CCCc2nnc3n(CC(C)C)c(=O)c4sccc4n23)c1 | -9% | 4%
CC(C)NC(=O)COc1ncnc2ccc(Br)cc12 | -4% | -4%
CC(=O)Nc1cccc(NC(=O)CC2CC3CCC2C3)c1 (stereo not given) | 0% | 1%
c1ccc(-c2csc3nc(CN4CCCCC4)nc(Nc4cn[nH]c4)c23)cc1 | ? | -11%
CCOc1cc(C2c3c(-c4ccccc4O)n[nH]c3C(=O)N2CCc2ccccc2)ccc1O (stereo not given) | 16% | -19%
O=S(=O)(NCCc1ncc2ccccn12)c1ccc(Br)cc1 | -12% | -6%
COc1ccccc1N1CCN(c2nc3c(S(=O)(=O)c4ccc(C)c(C)c4)nnn3c3ccc(Cl)cc23)CC1 | 9% | -13%
COc1ccc(NC(=O)c2cc(S(=O)(=O)N3CCCCCC3)cn2C)c(OC)c1 | 10% | 5%
CC(C)(CO)NC/C=C/c1ccccc1 | -3% | -2%
Cc1ccc2c(c1)C1C[N+](C)(Cc3ccccc3)CCC1N2C(=O)c1ccc(F)cc1 (stereo not given) | 6% | -12%
CCOC(=O)/C(C#N)=C\C1=C(N2CCOCC2)C(=C/c2ccccc2)/CC1 | 12% | -11%
Cc1ccc(C)c(NC(=O)N2CCN(C(=O)c3nsc4ccccc34)CC2)c1 | 1% | -23%
Cc1c(C)c2ccc(OC(C)C(=O)NCCN3CCOCC3)c(C)c2oc1=O (stereo not given) | -2% | 2%
COc1cc(OC)c(NC(=O)Cn2ncn3c(cc4cc(C)ccc43)c2=O)cc1Cl | -9% | -5%
Cc1ccc(C(CCNCc2ccc(F)cc2)c2ccco2)cc1 (stereo not given) | -6% | -3%
CCOC(=O)c1cnc2ccc(OCC)cc2c1N1CCN(c2ccccc2F)CC1 | ? | -10%[57.5 µM]
O=C(CSc1nccn1Cc1ccccc1)NCc1ccco1 | 5% | 3%
Cc1ccc(-n2nc(C)c3c(C)cc(=O)n(CC(=O)NC(C)C)c32)cc1 | 12% | 28%
COc1cccc(/C=C(/C(=O)OCc2nnc(-c3ccc(Br)cc3)o2)c2ccccc2)c1 | -11% | -6%
COc1cccc(C2CC(=O)N(c3ccc(F)cc3)C3=C2C(=O)OC3)c1OC (stereo not given) | -13% | 13%

Arranged by value in AID inhibitor (ascending): some entries from above
SMILES,AID inhibitor
CCCN1CCN(CCNC(=O)Nc2cc(Cl)c(OC)cc2OC)CC1,-6%
COC(=O)c1cc(OC)c(OC)cc1NC(=O)c1ccc2c(c1)CCN2S(C)(=O)=O,3%
O=C(CSc1nccn1Cc1ccccc1)NCc1ccco1,5%

Continuation:
SMILES | AID inhibitor | UDG counterscr
COC(=O)COc1ccc(C2C(C(=O)OC)=C(C)NC3=C2C(=O)c2ccccc23)cc1OC (stereo not given) | -8% | 12%
CCOc1ccc(N(Cc2cc3cc(C)ccc3[nH]c2=O)C(=O)c2cccc(Cl)c2)cc1 | -4% | 5%
CCCN1CCN(c2nc3c(c(=O)[nH]c(=O)n3C)n2Cc2ccccc2C)CC1 | -8% | -8%
Cc1cc(C)n2nc(SC(C)C(=O)Nc3ccc(Cl)cc3)nc2n1 (stereo not given) | -11% | -1%
COc1ccccc1Nc1cc(C(=O)NCc2cccs2)c2ccccc2n1 | -12% | -5%
Nc1nccnc1C(=O)NCCOc1ccccc1 | -6% | 4%
Cc1cccc(OCCSc2nc3ccccc3n2CC(=O)N2CCCCC2)c1C | -7% | -17%
COC(=O)c1cccc(C(=O)OC)c1Cl | -18% | -10%
COc1ccc(CNS(=O)(=O)c2ccc(-c3cc(C(F)(F)F)on3)s2)cc1OC | 7% | -3%
Cc1ccc(NC(=O)Cn2c(=O)n(-c3ccccc3)c(=O)c3c4c(sc32)CCCC4)cc1 | 15% | 3%
CCOC(=O)CCN(CC1CC1)C(=O)c1ccc(C)s1 | -3% | -1%
COC(=O)c1c(-c2cccs2)csc1NC(=O)c1ccc(Cl)cc1 | 91%[activator] | 2%
CCN(CC)C(C)CNC(=O)NC1CC1 (stereo not given) | 2% | 5%
COc1cccc(S(=O)(=O)CCOC2CCCCC2C)c1 (stereo not given) | -8% | 10%
CCOc1ccc(-n2c(SCC(=O)Nc3cc(C)ccc3C)nc3c([nH]c4ccccc43)c2=O)cc1 | -4% | 3%
CCC(=O)NNC(=S)Nc1ccccc1 | -2% | 4%
Cc1cc(NC(=O)c2cnc3ccccc3n2)ccc1N1CCN(C)CC1 | 31%[activator] | 11%
COc1ccc(-c2nnc(SCC(=O)Nc3ccccc3C)o2)cc1OC | 0% | 7%
Cn1c(=O)c2c(-c3ccccc3Cl)n(-c3cc(Cl)ccc3O)cc2n(C)c1=O | -25% | 14%
COc1ccc(CNCc2ccc(C(=O)O)s2)cc1 | 21% | 32%[activator]
O=C(O)c1ccc(COc2cccc(Cl)c2)cc1 | -3% | -8%
CC(CNC(=O)Cn1cc(C(N)=O)c2ccccc21)c1ccccc1 (stereo not given) | -9% | 2%
COc1cccc(-n2c(=O)c3c4c(sc3n(Cc3ccc(F)cc3Cl)c2=O)CCCC4)c1 | -3% | -7%[57.5 µM]
COc1ccccc1CNC(=O)CCn1c(=O)c2ccccc2n(CC(=O)Nc2cccc(Cl)c2)c1=O | 14% | 0%
C=Cc1ccc(Cn2c(=O)n(-c3cccc(Cl)c3)c(=O)c3c4c(sc32)CN(C(C)=O)CC4)cc1 | ? | 79µM*

3 structures out of the list, sorted by length of the SMILES, descending:
SMILES | AID inhibitor | UDG counterscr
Cn1c(=O)c2c(-c3ccccc3Cl)n(-c3cc(Cl)ccc3O)cc2n(C)c1=O | -25% | 14%
Nc1nccnc1C(=O)NCCOc1ccccc1 | -6% | 4%
CCN(CC)C(C)CNC(=O)NC1CC1 (stereo not given) | 2% | 5%

(next part)
SMILES | AID inhibitor | UDG counterscr
CCN(CC)S(=O)(=O)c1ccc2oc(C(=O)Nc3ccc(Br)cc3F)c(C)c2c1 | 5% | -12%
Cc1ccc(-c2nc(C)c(CCNC(=O)C(=O)Nc3ccc4c(c3)OCO4)s2)cc1 | -7% | 1%
CCCCNc1nc(Oc2ccc(=O)[nH]n2)nc(N(C)C)n1 | 12% | -6%
N#Cc1nc(-c2ccc(COc3ccccc3)o2)oc1NCc1cccnc1 | 27% | 19%
CC(N)(C(=O)O)c1ccccc1 (stereo not given) | -8% | -6%
O=C(Cn1c(=O)c2ccccc2n2nncc12)Nc1cccc(F)c1 | 8% | -8%
Cc1ccc(S(=O)(=O)Cc2noc(CCC(=O)NCc3ccc(Cl)cc3)n2)cc1 | -10% | -10%
Cn1c(NCc2c[nH]c3ccccc23)nc2ccccc21 | -13% | -25%
COCCCn1c(=N)c(C(=O)NC2CCCC2)cc2c(=O)n3cccc(C)c3nc21 | -8% | -13%
CC(Sc1ccc2c(c1)OCCCO2)C(=O)O (stereo not given) | 13% | 4%
Cc1ccc(NC(=O)CCc2nnc3n(CC(C)C)c(=O)c4ccccc4n23)cc1C | 9% | -1%
Cc1ccc(C(=O)N2CCN(c3nc4c(c(=O)n(C)c(=O)n4C)n3Cc3ccccc3)CC2)cc1 | -12% | -8%
COc1cccc(-c2cn3c(n2)sc2cc(C(=O)NC4CCCCC4)ccc23)c1 | 9% | -2%[57.5 µM]
CC(=O)c1ccc(OCCCC(=O)OCC(=O)c2ccc3c(c2)OCCO3)cc1 | 18% | 1%
O=C(CN1CCCNCC1)N1CCCC1 | -2% | 6%
COCc1cc(C)nc2sc3c(=O)n(-c4ccccc4C(F)(F)F)nnc3c12 | -5% | 2%
CCN(C(=O)COc1ncnc2c(Cl)cc(Cl)cc12)c1ccccc1 | -16% | -1%
CCN(CC)S(=O)(=O)c1cccc(NC(=O)CN2c3cccc4cccc(c34)S2(=O)=O)c1 | -9% | -2%
Cc1ccc(C)c(CN2CCN(c3nc4c(c(=O)[nH]c(=O)n4C)n3CCC(C)C)CC2)c1 | -15% | 7%
Cc1ccc(-c2noc(-c3ccco3)n2)s1 | 1% | 1%
O=C(NCc1cccc(Br)c1)C1CCN(CC(F)(F)F)CC1 | 2% | 2%
Cc1cc(C)c([N+](=O)[O-])cc1[N+](=O)[O-] | -5% | -3%
CC1CCC(C#N)(N(C)C(=O)CN(C)CC(=O)Nc2cccc(F)c2)CC1 (stereo not given) | 4% | 1%
Cc1ccc(NC(=O)c2cnc(SCC(=O)N3CCOCC3)n(C)c2=O)cc1C | 14% | 2%
COc1ccccc1N1CCN(c2ccc(-c3nc(-c4ccccc4C)no3)cc2[N+](=O)[O-])CC1 | 3% | 7%

By substructure, those above containing an aryl thioether with sulfur outside any ring.
SMILES | AID inhibitor | UDG counterscr
O=C(CSc1nccn1Cc1ccccc1)NCc1ccco1 | 5% | 3%
Cc1cc(C)n2nc(SC(C)C(=O)Nc3ccc(Cl)cc3)nc2n1 (stereo not given) | -11% | -1%
Cc1cccc(OCCSc2nc3ccccc3n2CC(=O)N2CCCCC2)c1C | -7% | -17%
CCOc1ccc(-n2c(SCC(=O)Nc3cc(C)ccc3C)nc3c([nH]c4ccccc43)c2=O)cc1 | -4% | 3%
COc1ccc(-c2nnc(SCC(=O)Nc3ccccc3C)o2)cc1OC | 0% | 7%
CC(Sc1ccc2c(c1)OCCCO2)C(=O)O (stereo not given) | 13% | 4%
Cc1ccc(NC(=O)c2cnc(SCC(=O)N3CCOCC3)n(C)c2=O)cc1C | 14% | 2%

Additional results follow.
SMILES | AID inhibitor | UDG counterscr
O=C(O)C1(c2ccc(Cl)cc2Cl)CCOCC1 | -16% | 0%
Cc1ccc(C(NC(=O)c2cc(F)ccc2F)C2CC2)cc1 (stereo not given) | -1% | 6%
O=c1n(Cc2ccc(F)cc2)c2ccccc2c2nc(-c3ccccc3)nn12 | 15% | -5%[57.5 µM]
Cc1ccc2nc(-c3ccc(Cl)c(NC(=O)c4ccc(Br)o4)c3)oc2c1 | -18% | ?
O=C(O)c1ccc(COc2ccc(Cl)cc2)cc1 | 1% | 3%
Cc1cc(C)c(/C=N/Nc2cc(C(F)(F)F)ccc2Cl)c(C)c1 | -16% | -11%
COc1ccc(C2C(=O)N(C3CCCCCC3)CC(=O)N2Cc2ccc(C)cc2)cc1 (stereo not given) | 2% | -4%[57.5 µM]
COc1ccccc1N1CCN(S(=O)(=O)c2c(C)nc3sccn3c2=O)CC1 | 5% | 29%
Cc1sc(/N=C/c2ccc(Br)cc2)c(C#N)c1C | 33%[activator] | -6%
Cc1cc(C)c2nc(NC(=O)c3ccc(S(=O)(=O)N4CCCC4)cc3)sc2c1 | 0% | 2%
COc1cccc(NC(=O)Nc2cc(-c3cn4cccnc4n3)ccc2C)c1 | ? | 9%

Screening data from PubChem BioAssay.
